CAL PDZ FP-1: untagged CAL PDZ binding inhibitors, primary screen, biochemical, fluorescence polarization, HTS. Golgi-associated PDZ and coiled-coil motif-containing protein (Homo sapiens), Q9HD26. purified CAL PDZ, TMR-peptide fluorescence polarization, 1 h. inhibition, % at 24.9 µM. 0.92% of 300,000 active. AID 602252, 2012;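 active means mean inhibition of at least 30% with at least half of replicates also reaching 30%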;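 further: 0% = DMSO neutral control and 100% = excess unlabeled competitor peptide PRC23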
MITF act: activators of MITF-driven TRPM1 promoter reporter, primary screen, cell-based, SK-MEL-5, luciferase, single point; SK-MEL-5 TRPM1-promoter luciferase, 24 h; % of positive control, neutral wells = 0; activation, % at 12.5 µM; 0.75% of 300,000 active; AID 588334, 2011;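 active means mean activation of at least 80% with every replicate also reaching 80%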;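 further: 0% = neutral control wells and 100% = parthenolide positive control wells; values of inactives mirror those of a sister screen read the other way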
SR-BI HDL uptake: inhibitors of SR-BI mediated HDL lipid uptake, primary screen, ldlA[mSR-BI] cells, fluorescence, single point. Scavenger receptor class B member 1 (Mus musculus), Q61009. ldlA[mSR-BI] CHO cells, DiI-HDL uptake fluorescence, 3 h. inhibition, % at 12.5 µM. 0.96% of 320,000 active;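 active means mean replicate inhibition of at least 70% and a set share of replicates each scoring 70 or more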;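 further: 0% = median of neutral control wells and 100% = median of positive control wells; values of inactives mirror those of a sister screen read the other way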
Target sequence (Q61009 whole entry, looked up): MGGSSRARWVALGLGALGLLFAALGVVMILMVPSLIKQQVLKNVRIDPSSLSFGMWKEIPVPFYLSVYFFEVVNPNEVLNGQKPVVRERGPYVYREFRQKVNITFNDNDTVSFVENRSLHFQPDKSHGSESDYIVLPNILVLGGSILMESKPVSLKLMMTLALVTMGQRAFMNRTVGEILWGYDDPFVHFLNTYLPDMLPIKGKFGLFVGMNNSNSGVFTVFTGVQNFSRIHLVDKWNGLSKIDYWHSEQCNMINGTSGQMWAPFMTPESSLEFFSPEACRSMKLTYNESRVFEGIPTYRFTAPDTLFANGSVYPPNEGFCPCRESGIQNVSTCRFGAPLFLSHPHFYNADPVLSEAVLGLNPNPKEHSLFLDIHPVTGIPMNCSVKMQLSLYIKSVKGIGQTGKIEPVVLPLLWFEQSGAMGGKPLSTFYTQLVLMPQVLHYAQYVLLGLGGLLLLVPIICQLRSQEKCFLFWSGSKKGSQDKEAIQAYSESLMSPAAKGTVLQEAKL
SR-BI DiI-HDL act: activators of SR-BI mediated DiI-HDL uptake, primary screen, ldlA[mSR-BI] CHO cells, DiI fluorescence; 3 h; 100 = double the neutral-control signal; activation, % at 12.5 µM; 0.096% of 320,000 active; AID 504775, 2011;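 active means mean replicate activation of at least 60% and every replicate at or above 60%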;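 further: 0% = median plate neutral-control signal and 100% = twice that signal; values of inactives mirror those of a sister screen read the other way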
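Test system: SR-BI-overexpressing, LDLR-lacking CHO cells; Medium: Ham's F12 with 0.5% BSA, HEPES 25 mM, pH 7.4; Schedule: 3 h, 37 °C; Technique: bottom-read fluorescence, 550/595 nm.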
dFosB activator: activators of delta FosB homodimer, primary screen, biochemical, fluorescence polarization, TAMRA-CDK5 oligo, single point; purified delta FosB; percent of positive-control signal above neutral wells; 0.99% of 340,000 active; activation, % at 25 µM; Protein FosB (Mus musculus), P13346;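 active means mean activation above about 17%, with every replicate also reaching it, limit read from the data, passing the limit was not always enough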;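 further: fluorescence polarization rise as delta FosB binds a TAMRA Cdk5 AP-1 oligo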
CAL PDZ FP-2: CAL PDZ peptide-binding inhibitors, primary screen, biochemical, fluorescence polarization, Cer-tagged CAL PDZ, HTS. purified CAL PDZ, TMR-peptide fluorescence polarization, 1 h. 0.02% of 330,000 active. Golgi-associated PDZ and coiled-coil motif-containing protein (Homo sapiens), Q9HD26. inhibition, % at 20 µM. AID 504414, 2011;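 active means highest replicate inhibition of at least 40%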;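 further: plate controls were DMSO neutral control wells for no effect and unlabeled competitor peptide control wells for full effect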
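material = purified tagged CAL PDZ domain construct (CerCALP) | compound dosing = 20 µM, one dose | times = 1 h at RT | measured by = fluorescence polarization from S- and P-plane intensities, G-factor corrected | read-out = inhibition from polarization loss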
PvdQ acylase: P. aeruginosa PvdQ acylase inhibitors, primary screen, biochemical, fluorescence, plate reader and imaging, single point; purified PvdQ acylase; inhibition, % at 10 µM; 0.063% of 340,000 active; AID 488965, 2010; in the data active means inhibition above about 30%, passing the limit was not always enough;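 further: 0% = vehicle neutral wells and 100% = reference inhibitor wells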
NSD2 inh: NSD2 histone methyltransferase inhibitors, primary screen, biochemical, AlphaScreen, single concentration, set 2. 0.54% of 310,000 active. AID 743445, 2014. Histone-lysine N-methyltransferase NSD2 (Homo sapiens), O96028. inhibition, % at 12.5 µM. NSD2 peptide methylation, 120 min; in the data active means inhibition above about 50%
Rtt109 HAT inh: inhibitors of C. albicans Rtt109/Vps75 HAT, primary screen, biochemical, ThioGlo CoA-SH fluorescence, plate reader; Histone acetyltransferase RTT109 (Candida albicans (strain SC5314 / ATCC MYA-2876)), …; purified Rtt109/Vps75, 4 h; inhibition, % at 34.9 µM; 0.16% of 330,000 active;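 active means inhibition of at least 50% in every replicate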
Target sequence (Q5AAJ8 whole entry, looked up): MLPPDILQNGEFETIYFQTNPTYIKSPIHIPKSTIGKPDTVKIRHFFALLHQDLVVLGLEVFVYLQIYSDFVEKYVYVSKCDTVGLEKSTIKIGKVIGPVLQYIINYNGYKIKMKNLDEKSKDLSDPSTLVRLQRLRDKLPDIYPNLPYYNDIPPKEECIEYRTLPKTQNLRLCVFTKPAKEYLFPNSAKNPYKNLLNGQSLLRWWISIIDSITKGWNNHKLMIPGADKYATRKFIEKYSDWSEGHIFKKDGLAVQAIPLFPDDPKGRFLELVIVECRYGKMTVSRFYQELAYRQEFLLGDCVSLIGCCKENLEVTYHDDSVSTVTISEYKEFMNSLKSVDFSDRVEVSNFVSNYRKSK
PfHsp90 set2: growth inhibition of PfHsp90-expressing yeast, primary screen, antimalarial PfHsp90 inhibitor project, S. cerevisiae, BacTiter-Glo luminescence, single point, set 2. BacTiter-Glo ATP, 48 h; yeast lacking PDR1 and PDR3 efflux regulators. inhibition, % at 9.4 µM. 0.32% of 310,000 active;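 active means every replicate shows inhibition above about 80%, whatever the replicate mean, limit read from the data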;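 further: 0% = DMSO neutral controls and 100% = 20 µM radicicol positive controls; yeast relying on Plasmodium falciparum Hsp90 in place of its own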
* hit, by the source's call; . = not tested or not shown. Outcome played no part in choosing rows, and some 4.3% of all compounds hit somewhere here.

Abbreviations – A = CAL PDZ FP-1; B = MITF act; C = SR-BI HDL uptake; D = SR-BI DiI-HDL act; E = dFosB activator; F = CAL PDZ FP-2; G = PvdQ acylase; H = NSD2 inh; I = Rtt109 HAT inh; J = PfHsp90 set2
> Cc1ccc(S(=O)(=O)N(CC(=O)NN=C2CCN(C)CC2)c2ccc(F)cc2)cc1
  A = -3 | B = 2 | C = -1 | D = 1 | E = -7 | F = 0.7 | G = -13 | H = -2 | I = -12 | J = -39

> O=C(NCC(=O)N(c1ccccc1)C(C(=O)NC1CCCC1)c1ccncc1)c1cccs1 (stereo unspecified)
  A = -1 | B = 3 | C = -21 | D = 21 | E = -7 | F = -0.8 | G = -13 | H = -1 | I = 8 | J = -53

> CCN1CC(C)C(O)(c2ccccc2)CC1C (stereo unspecified)
  A = 2 | B = -1 | C = -8 | D = 8 | E = -2 | F = -0.3 | G = -10 | H = 1 | I = 1 | J = 0

> COC(/C=C/Nc1ccc(OC)cc1)=C(C#N)C#N
  A = -1 | B = -3 | C = 8 | D = -8 | E = 3 | F = -1.2 | G = 2 | H = -1 | I = -3 | J = -15

> CC1(C)CC(O)C(C)(C)N1O (stereo unspecified)
  A = -1 | B = -5 | C = -15 | D = 15 | E = 2 | F = . | G = -5 | H = 1 | I = 0 | J = 2

> CC(=O)Nc1ccc(S(=O)(=O)NCCC(=O)OCC(=O)NNC(=O)c2ccccc2)cc1
  A = -3 | B = -6 | C = -12 | D = 12 | E = 1 | F = -1.6 | G = -7 | H = 0 | I = 0 | J = -42

> COc1ccc(NC(C)=O)cc1NC(=O)CN1CCN(S(=O)(=O)c2ccc(C(C)C)cc2)CC1
  A = . | B = . | C = -6 | D = 6 | E = 1 | F = -0.5 | G = 8 | H = 2 | I = 3 | J = -5

> Cc1csc2ncc(C(=O)Nc3ccon3)c(=O)n12
  A = -3 | B = -9 | C = -17 | D = 17 | E = -2 | F = -0.1 | G = -8 | H = -4 | I = -1 | J = .

> O=C(CSCc1ccc(Cl)cc1)Nc1ccc(S(=O)(=O)N2CCCCCC2)cc1
  A = 2 | B = -11 | C = -4 | D = 4 | E = -8 | F = -4.2 | G = -6 | H = -1 | I = -31 | J = -11

> CCC(C)NC(=O)Cn1nc(C(F)(F)F)c2c1CCCC2 (stereo unspecified)
  A = 12 | B = 10 | C = 9 | D = -9 | E = -1 | F = -1.3 | G = -3 | H = -4 | I = 5 | J = -3

> Cc1cc(C)n(CC(O)COc2ccc(C(C)C)c(C)c2)n1 (stereo unspecified)
  A = -2 | B = 21 | C = 23 | D = -23 | E = -1 | F = . | G = -19 | H = 1 | I = 8 | J = -8

> O=C1C2C3C=CC(CC3)C2C(=O)N1/N=C/c1c(O)ccc2ccccc12 (stereo unspecified)
  A = -3 | B = -17 | C = 27 | D = -27 | E = -1 | F = -0.5 | G = 3 | H = 0 | I = -6 | J = 20

> CCCCN(C(=O)c1cc2c(s1)CCCCC2)c1c(N)n(CCC)c(=O)[nH]c1=O
  A = -1 | B = 1 | C = -44 | D = 44 | E = 5 | F = -0.4 | G = -1 | H = 0 | I = 6 | J = 2

> C/C(=N/NC(=O)C1CCCC1)c1ccc(NC(=O)C(F)(F)F)cc1
  A = -2 | B = -7 | C = 20 | D = -20 | E = -3 | F = -1.7 | G = -1 | H = -2 | I = -3 | J = .

> Nc1ccc(C(=O)NN2C(=O)[C@H](Cl)C2c2ccc(Cl)cc2)cc1 (stereo partly specified)
  A = -4 | B = -79 | C = 51 | D = -51 | E = -8 | F = -0.8 | G = -7 | H = 1 | I = 1 | J = -4

> CC(=O)O[C@H]1CC[C@H]2[C@@H]3CCc4cc(O)ccc4[C@H]3CC[C@]12C
  A = 1 | B = 17 | C = 15 | D = -15 | E = -5 | F = -0.7 | G = -11 | H = . | I = 7 | J = 16

> Cc1ccc(C(=O)C(C)OC(=O)Cn2[nH]c(=O)c3ccccc3c2=O)cc1 (stereo unspecified)
  A = 0 | B = -17 | C = 3 | D = -3 | E = -9 | F = -3.3 | G = -5 | H = -4 | I = -3 | J = -9

> COc1ccc(OCC(=O)Nc2ccc(NC(=O)c3ccco3)cc2)cc1
  A = -4 | B = . | C = 11 | D = -11 | E = 16 | F = -0.8 | G = -14 | H = 20 | I = -4 | J = -23

> COc1ccc2c(CC(=O)Nc3c(C)n(C)n(-c4ccccc4)c3=O)coc2c1
  A = -2 | B = . | C = 1 | D = -1 | E = 5 | F = -0.2 | G = -4 | H = 1 | I = 4 | J = 0

> CC(Sc1ccc(Cl)cc1)C(=O)N(C)CC(=O)Nc1ccc(N2CCOCC2)cc1 (stereo unspecified)
  A = -2 | B = -5 | C = -7 | D = 7 | E = -8 | F = -2.1 | G = 19 | H = 3 | I = 6 | J = 11

> COc1cc2c(cc1NC(=O)Nc1ccc(C)cc1)oc1ccccc12
  A = -3 | B = 19 | C = 56 | D = -56 | E = 5 | F = -2.0 | G = -13 | H = -1 | I = -2 | J = 36

> CCOc1ccc(C(=O)NC(=S)Nc2ccccc2OC)cc1[N+](=O)[O-]
  A = -4 | B = 5 | C = 17 | D = -17 | E = 12 | F = -0.2 | G = 1 | H = 22 | I = 5 | J = 6

> CCCCOc1ccc(S(=O)(=O)Nc2cccnc2)cc1
  A = 0 | B = -10 | C = 1 | D = -1 | E = 0 | F = -2.6 | G = -2 | H = . | I = . | J = 13

> Cc1ccccc1OCC(=O)Nc1ccccc1CO
  A = . | B = . | C = -11 | D = 11 | E = 1 | F = -0.6 | G = -10 | H = -2 | I = -6 | J = 22

> O=C1C[C@H](c2ccc(O)cc2)Oc2cc(O[C@@H]3O[C@H](CO)[C@@H](O)[C@H](O)[C@H]3O)cc(O[C@@H]3O[C@H](CO)[C@@H](O)[C@H](O)[C@H]3O)c21
  A = 3 | B = 2 | C = -23 | D = 23 | E = 7 | F = 0.1 | G = 2 | H = . | I = 1 | J = 8

> Fc1ccc(C2NCCn3cccc32)cc1 (stereo unspecified)
  A = -3 | B = 18 | C = -22 | D = 22 | E = -2 | F = 0.0 | G = -5 | H = 5 | I = 3 | J = 6

> COc1cc(N=C2C(=O)N3c4c(cccc42)C(C)=CC3(C)C)cc(OC)c1
  A = -2 | B = 3 | C = 0 | D = 0 | E = -9 | F = 1.0 | G = -28 | H = 18 | I = -12 | J = -7

> OCc1ccccc1OCCCN1CCC(Cc2ccccc2)CC1
  A = 3 | B = . | C = 13 | D = -13 | E = 11 | F = 0.0 | G = 0 | H = 3 | I = 1 | J = 5

> CCCCOC(=O)Nc1cc(OC)c(Cl)cc1OC
  A = -9 | B = -8 | C = 67 | D = -67 | E = -4 | F = -0.5 | G = -10 | H = -1 | I = -5 | J = 14

> CCCCNC(=O)N(O)C1N(/N=C/c2ccccc2O)C(=S)SC1(C)C (stereo unspecified)
  A = -6 | B = -9 | C = 0 | D = 0 | E = 0 | F = -1.2 | G = -12 | H = 3 | I = -1 | J = -5

> CN1C(=O)NC(c2ccccc2[N+](=O)[O-])C2=C1CCCC2=O (stereo unspecified)
  A = 10 | B = 7 | C = -21 | D = 21 | E = -38 | F = 1.8 | G = 2 | H = 1 | I = 5 | J = 4

> NC(=O)CC1C(=O)N(c2ccccc2)C(=S)N1NC(=O)c1ccc(Br)cc1 (stereo unspecified)
  A = -1 | B = 11 | C = -18 | D = 18 | E = 2 | F = -2.7 | G = 2 | H = -2 | I = 5 | J = 6

> CCCS(=O)(=O)N1CCn2c(nc3ccccc32)C1
  A = -2 | B = 9 | C = -21 | D = 21 | E = 5 | F = 0.7 | G = -1 | H = . | I = -1 | J = 31

> CCOc1ccc(N2CC(C(=O)Nc3ccc4c(c3)OCO4)CC2=O)cc1 (stereo unspecified)
  A = -3 | B = 12 | C = -6 | D = 6 | E = -4 | F = -1.8 | G = -15 | H = 2 | I = -17 | J = 11

> C=CCn1c(C)cc(/C([O-])=C(/C(=S)Nc2ccc(OC(F)F)cc2)[n+]2ccc(N(C)C)cc2)c1C
  A = -7 | B = -3 | C = 17 | D = -17 | E = -18 | F = 0.3 | G = -10 | H = 6 | I = . | J = 21

> CCOC(=O)C1CCN(Cc2c(F)cccc2Cl)CC1
  A = 10 | B = -2 | C = -20 | D = 20 | E = -3 | F = -1.2 | G = 13 | H = 2 | I = 8 | J = -1

> CCCc1[nH][nH]c(=O)c1C(c1ccccc1)C(C#N)C#N (stereo unspecified)
  A = -15 | B = . | C = 24 | D = -24 | E = -8 | F = -0.9 | G = -16 | H = 4 | I = 6 | J = .

> COC(=O)C1=C(C)N=C2SCCC(=O)N2C1c1cccs1 (stereo unspecified)
  A = -9 | B = 0 | C = 8 | D = -8 | E = 1 | F = -0.2 | G = 3 | H = -4 | I = 5 | J = -13

> CC(=O)Nc1ccccc1OCc1nnc(-c2ccc(Cl)cc2)o1
  A = -5 | B = 8 | C = -5 | D = 5 | E = -6 | F = -2.0 | G = -6 | H = -4 | I = -2 | J = .

> Cn1c(-c2ccc3c(c2)OCO3)cnc1NCc1ccccc1Cl
  A = -2 | B = 66 | C = 4 | D = -4 | E = -2 | F = -2.2 | G = -5 | H = 5 | I = 6 | J = 17

> CC(C)(C)OC(=O)C[C@@H]1C/C=C\C[C@H](CC(=O)N[C@@H](CO)Cc2ccccc2)C(=O)N[C@H](Cc2ccccc2)COC1=O
  A = 0 | B = -11 | C = -35 | D = 35 | E = 4 | F = -1.1 | G = -4 | H = . | I = 12 | J = 7

Three compounds from above with just Rtt109 HAT inh and NSD2 inh:
SMILES | Rtt109 HAT inh | NSD2 inh
O=C(NCC(=O)N(c1ccccc1)C(C(=O)NC1CCCC1)c1ccncc1)c1cccs1 (stereo unspecified) | 8 | -1
CCOc1ccc(N2CC(C(=O)Nc3ccc4c(c3)OCO4)CC2=O)cc1 (stereo unspecified) | -17 | 2
CC(=O)Nc1ccc(S(=O)(=O)NCCC(=O)OCC(=O)NNC(=O)c2ccccc2)cc1 | 0 | 0

Screening results: PubChem BioAssay, Broad Institute
